Source: PubChem BioAssay (National Center for Advancing Translational Sciences (NCATS))
Tau fibril ThT: qHTS for Inhibitors of Tau Fibril Formation, Thioflavin T Binding; recombinant tau K18 P301L, heparin-induced fibrillization, ThT fluorescence; Microtubule-associated protein tau (Homo sapiens), P10636; AID 1460, 2008; Potency, µM (series often up to 57.4 µM), for the others: at the highest dose activity, negative = inhibition, hits mostly inhibitors; 2.1% of 270,000 active; further: on the % scale 0 is the no-effect control and ±100 the full control effect; nearly all actives have a fitted effect of over 55% in size
Target sequence (P10636 561-689 P618L limits assumed): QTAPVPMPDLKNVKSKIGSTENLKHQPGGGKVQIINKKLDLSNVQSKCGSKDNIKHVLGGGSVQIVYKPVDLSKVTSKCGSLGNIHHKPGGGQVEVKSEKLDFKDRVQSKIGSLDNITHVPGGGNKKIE
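Tau K18 P301L fragment (15 uM unlabeled plus 0.24 uM Alexa 594-labeled) in 100 mM sodium acetate pH 7 with compound, fibrillization induced by 20 uM heparin for 6 hr at 37 C. Thioflavin T (30 uM) added, fluorescence read after 1 hr (ex 450, em 510 nm).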
HTT cytoprotect: qHTS Multiplex Assay to Identify Dual Action Probes in a Cell Model of Huntington: Cytoprotection (ATP). PC12 HTT-Q103 induced, cytoprotection, ATP luminescence, 40 h. Potency, µM (titrated, usually from 56.4 µM), without a hit: cytoprotection (ATP increase), hits mostly activators. 0.14% of 230,000 active. AID 1471, 2008;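 further: % of control where 0% means no effect; nearly all actives have a fitted effect of over 45% in size; toxic huntingtin expression switched on by the ecdysone agonist tebufenozide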
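PC12 cells with ecdysone-inducible HTT exon 1 Q103-GFP, induced with 100 nM tebufenozide and co-treated with library compounds in a dose series (1536-well, 1500 cells/well). Cytoprotection read as ATP content by ATPlite luminescence.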
GAA glycogen mod: qHTS Assay for Inhibitors and Activators of Human alpha-Glucosidase Cleavage of Glycogen. recombinant GAA, glycogen substrate, Amplex Red glucose oxidase fluorescence. 0.38% of 300,000 active. Potency, µM (highest dose often 76.4 µM), for inactives: top-dose activity change, negative = inhibition, most hits filed as inhibitors. Lysosomal alpha-glucosidase (Homo sapiens), P10253;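 further: 0% = full enzyme reaction and -100% = no-enzyme basal signal; the screen sought inhibitors and activators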
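Natural-substrate format: glycogen cleavage by 4 nM human enzyme, glucose read by Amplex Red coupling (Ex 573, Em 610 nm). Normalized to enzyme and no-enzyme controls.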
GLA spleen mod: qHTS Assay for Inhibitors and Activators of Human alpha-Galactosidase From Spleen Homogenate; AID 2107, 2009; human spleen homogenate, 4MU-alpha-Gal fluorescence, 40 min; Alpha-galactosidase A (Homo sapiens), P06280; 0.008% of 240,000 active; Potency, µM (series often up to 80 µM), inactives show top-dose activity change, negative = inhibition, most hits filed as inhibitors;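 further: 0% = enzyme with vehicle and -100% = no enzyme basal signal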
Target sequence (P06280 32-429 limits assumed): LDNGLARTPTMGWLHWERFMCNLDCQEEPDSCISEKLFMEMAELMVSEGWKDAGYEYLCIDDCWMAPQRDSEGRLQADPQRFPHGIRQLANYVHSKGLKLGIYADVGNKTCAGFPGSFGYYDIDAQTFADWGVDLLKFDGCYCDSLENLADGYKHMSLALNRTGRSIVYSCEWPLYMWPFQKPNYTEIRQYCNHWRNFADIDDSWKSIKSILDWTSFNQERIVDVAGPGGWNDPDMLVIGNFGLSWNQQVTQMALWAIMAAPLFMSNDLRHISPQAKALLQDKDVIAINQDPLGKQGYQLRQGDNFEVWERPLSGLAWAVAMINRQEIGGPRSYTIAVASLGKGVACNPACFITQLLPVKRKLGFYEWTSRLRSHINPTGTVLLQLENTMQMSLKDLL
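Human spleen homogenate (1 ug) was the enzyme source, with 4-methylumbelliferyl-alpha-D-galactopyranoside (1 mM final) in pH 5.0 citrate buffer with 0.01% Tween-20. Compounds were titrated; after 40 min at 37C, NaOH/glycine stop, 4-MU fluorescence read; AC50 from Hill fits.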
GAA spleen mod: qHTS Assay for Inhibitors and Activators of Human alpha-Glucosidase From Spleen Homogenate; 0.006% of 240,000 active; Lysosomal alpha-glucosidase (Homo sapiens), P10253; Potency, µM (top dose mostly 79.9 µM), without a hit: at the highest dose activity change, negative = inhibition, actives largely listed as inhibitors; human spleen homogenate, 4-MU-alpha-glucoside fluorescence;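 further: 0% = enzyme with vehicle and -100% = no enzyme basal signal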
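Enzyme source: human spleen homogenate, 1 ug/well. Buffer 50 mM citric acid/K phosphate pH 5.0, 0.01% Tween-20. 4-MU-alpha-glucoside 1 mM; 37 C x 40 min; NaOH/glycine stop; fluorescence.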
Tau fibril FP: qHTS for Inhibitors of Tau Fibril Formation, Fluorescence Polarization | Microtubule-associated protein tau (Homo sapiens), P10636 | K18 P301L tau heparin fibrillization, Alexa594 FP, 6 h | Potency, µM (doses to about 57.7 µM), inactives show at the highest dose activity, negative = inhibition, usual class: inhibitors | 0.39% of 280,000 active | AID 1468, 2008; further: on the % scale 0 is the no-effect control and ±100 the full control effect; nearly all actives have a fitted effect of over 55% in size
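Human tau K18 […] P301L fragment, 15 uM unlabeled plus 0.24 uM Alexa 594-labeled tau (final), with compound and 20 uM heparin in 100 mM sodium acetate pH 7; 6 hr at 37 C, then Alexa 594 FP read.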
Tau fluor cs: Counterscreen qHTS for Inhibitors of Tau Fibril Formation, Fluorescence Polarization | Potency, µM (top dose mostly 57.7 µM), inactives show top-dose activity change, negative = decrease | AID 1463, 2008 | tau K18 P301L (four-repeat tau fragment) Alexa594 fluorescence, heparin fibrillization | 0.93% of 280,000 active; further: on the % scale 0 is the no-effect control and ±100 the full control effect; nearly all actives have a fitted effect of over 55% in size
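Human K18 P301L tau (15 uM unlabeled plus 0.24 uM Alexa 594-labeled, final) in 100 mM sodium acetate pH 7 was mixed with compound and 20 uM heparin and incubated 6 hr at 37 C.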
GAA inhib: qHTS Assay for Inhibitors of Human alpha-Glucosidase as a Potential Chaperone Treatment of Pompe Disease. purified human GAA, 4-MU-alpha-glucoside fluorescence. Lysosomal alpha-glucosidase (Homo sapiens), P10253. Potency, µM (titrated, usually from 76.9 µM), inactives show top-dose activity change, negative = inhibition, actives largely listed as inhibitors. 0.005% of 200,000 active. AID 1466, 2008;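 further: plate controls were uninhibited enzyme wells for no effect and no-enzyme background for full effect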
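Human alpha-glucosidase, 4 nM, pre-mixed with test compounds before 400 uM 4-methylumbelliferyl substrate; 20 min room temperature at pH 5.0. Fluorescence read after pH 10 stop; AC50 values from Hill-equation fits.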
Numbers without * were called inactive; ? = inconclusive; . = not tested or not shown; [ ] = remark or other dose. The call rests on the fitted dose curve; in most records, active means well fitted curve in the direction sought with a large enough effect; inconclusive means small, poorly fitted or top-dose-only effect, or another doubt; inactive means no such curve, though single readings can be large; an effect the other way counts as inactive or inconclusive. Potency means the concentration at half of the fitted maximal effect.

SMILES | Tau fibril ThT | HTT cytoprotect | GAA glycogen mod | GLA spleen mod | GAA spleen mod | Tau fibril FP | Tau fluor cs | GAA inhib
Cc1ccc(-n2c(C)cc(C(=O)CSc3nnc4ccccn34)c2C)cc1 | -6% | 0%[1.9 µM] | 10% | 0% | -2% | -2% | -4% | -5%
O=C(NC(=S)Nc1ccccn1)c1cc(-c2ccccc2)nc2ccccc12 | 0% | 31%[10 µM] | -24% | 10% | 7% | -1% | -6% | -2%
N#CCSCC(=O)Nc1ccc(Cl)cc1 | -12% | 3% | -10% | -5% | -14% | 2% | -8% | -10%
Cc1cc2nc(-c3ccc(Br)cc3)cc(C(F)(F)F)n2n1 | -5% | . | 9%[76.3 µM] | . | . | -7% | -6% | .
O=C(NNC(=S)NC1CCCCC1)c1ccc2c(c1)OCO2 | -5% | 12%[10 µM] | -28% | -1% | 6% | 1% | -7% | 2%
Cc1cc(=O)c2c(C)ccc(C)c2[nH]1 | -3% | 7%[10 µM] | 0% | 9% | 0% | -2% | -3% | .
Nc1nc(SCc2ccc([N+](=O)[O-])cc2)c2ncn(C3OC(CO)C(O)C3O)c2n1 (stereo not drawn) | -14% | -22%[10 µM] | -11% | 6% | 6% | 5% | -16% | -4%
COc1ccc(/C=C(\NC(=O)c2ccccc2)C(=O)N/N=C/c2cccnc2)cc1 | 6% | -2%[10 µM] | 1% | 2% | -2% | -2% | 0% | .
Cc1scc(C(=O)O)c1-c1c(C(=O)O)csc1C | 0% | 25%[0.074 µM] | -5% | 3% | 5% | -4% | 5% | 1%
O=C(O)/C=C/C(=O)Nc1nccs1 | -12% | 5%[10 µM] | 3% | 6% | 1% | -8% | -12% | -3%
c1ccc2cc(OCCOCCOc3ccc4ccccc4c3)ccc2c1 | -16% | 9%[10 µM] | 3% | 12% | 3% | -3% | -17% | .
O=C(c1c(F)c(F)c(F)c(F)c1F)N(Cc1ccccc1)Cc1ccccc1 | -9% | -12% | 4% | -3% | -23% | -6% | -6% | -4%
COc1ccc(NC(=O)CSc2nnc(-c3ccccn3)n2-c2ccccc2)cc1OC | -8% | 16% | -10% | 4% | -15% | 3% | -11% | -3%
C/C=C/C(=O)Nc1nnc(C2CCCCC2)s1 | -16% | 31%[10 µM] | 15% | -3% | 0% | 4% | -14% | ?
O=C(N/N=C/c1cccnc1)C(=O)N1CCCCCC1 | 9% | -1%[10 µM] | -3% | -6% | 3% | 2% | 11% | .
C=CCn1c(Cc2csc(N)n2)nnc1SCc1ccc(C(=O)OC)cc1 | 8% | 6%[0.074 µM] | -3% | 12% | -7% | 4% | 10% | -2%
CC(=O)c1c(O)cc(=O)n(-c2ccccc2)c1-c1ccc(Cl)cc1 | -5% | . | -3% | -5% | -2% | 5% | 4% | 4%
S=c1[nH]nc(-c2cccnc2)n1/N=C/c1ccco1 | 4% | 19%[10 µM] | ? | -15% | 0% | ? | 7% | -5%
CCCCC(=O)NC1=NC(=O)C(C)(C)S1 | 1% | 1% | -5% | -2% | -2% | 3% | 3% | -8%
O=C(CN1C(=O)CC(c2ccco2)Sc2ccccc21)NCC1CCCO1 (stereo not drawn) | ? | -21% | -9% | -8% | -12% | ? | -14% | 12%
CCN1CCN(C(c2cccs2)C(C)NC(=S)Nc2cccc(C)c2C)CC1 (stereo not drawn) | . | 14%[10 µM] | -1% | 8% | 0% | -10% | -6% | .
CCOC(=O)CNC(=O)CSc1nc(-c2ccc(C)cc2)ns1 | -4% | . | 23% | 6% | 1% | -3% | -6% | -7%
O=C(CN1CC(=O)Nc2ccccc21)Nc1ccc(F)c(F)c1 | -16% | -32%[inhibitor] | 4% | -1% | -3% | -6% | -13% | 9%
CN=c1scc(C)n1/N=C/c1cc(Br)c(O)c(OC)c1 | 13µM* | -44%[inhibitor] | 13% | -1% | -1% | 6% | ? | -2%
CCOC(=O)N1CCC(N2CCN(Cc3ccccc3)C(CCO)C2)CC1 (stereo not drawn) | -16% | -5%[10 µM] | 5% | -1% | 0% | -5% | -14% | 6%
Cc1ccc(NC(=O)COC(=O)COc2ccc(Cl)cc2)c([N+](=O)[O-])c1 | -16% | -1%[10 µM] | -11% | -5% | -7% | 3% | -22% | -6%
CC1CCN(c2nc(-c3ccccc3O)nc3ccccc23)CC1 | -7% | -6% | -6% | -5% | -10% | 7% | -24% | -5%
COc1ccc(OCC(=O)N(C)Cc2ccccc2)cc1 | -8% | -7% | 3% | -1% | 3% | 0% | 3% | 3%
O=C(NCc1ccco1)c1cc2n(n1)C(C(F)(F)F)CC(c1ccc(F)cc1)N2 (stereo not drawn) | -4% | 2%[10 µM] | -2% | -3% | -2% | -3% | -3% | -1%
CN1CCN(CCC2Oc3cc([N+](=O)[O-])ccc3NC2=O)CC1 (stereo not drawn) | -18% | 7% | -11% | 3% | 2% | -5% | -1% | -9%

10 structures from above, ordered by count of non-hydrogen atoms, falling.
SMILES | Tau fibril ThT | HTT cytoprotect | GAA glycogen mod | GLA spleen mod | GAA spleen mod | Tau fibril FP | Tau fluor cs | GAA inhib
O=C(NCc1ccco1)c1cc2n(n1)C(C(F)(F)F)CC(c1ccc(F)cc1)N2 (stereo not drawn) | -4% | 2%[10 µM] | -2% | -3% | -2% | -3% | -3% | -1%
CCN1CCN(C(c2cccs2)C(C)NC(=S)Nc2cccc(C)c2C)CC1 (stereo not drawn) | . | 14%[10 µM] | -1% | 8% | 0% | -10% | -6% | .
O=C(CN1C(=O)CC(c2ccco2)Sc2ccccc21)NCC1CCCO1 (stereo not drawn) | ? | -21% | -9% | -8% | -12% | ? | -14% | 12%
Cc1ccc(NC(=O)COC(=O)COc2ccc(Cl)cc2)c([N+](=O)[O-])c1 | -16% | -1%[10 µM] | -11% | -5% | -7% | 3% | -22% | -6%
CC1CCN(c2nc(-c3ccccc3O)nc3ccccc23)CC1 | -7% | -6% | -6% | -5% | -10% | 7% | -24% | -5%
CCOC(=O)CNC(=O)CSc1nc(-c2ccc(C)cc2)ns1 | -4% | . | 23% | 6% | 1% | -3% | -6% | -7%
COc1ccc(OCC(=O)N(C)Cc2ccccc2)cc1 | -8% | -7% | 3% | -1% | 3% | 0% | 3% | 3%
CN=c1scc(C)n1/N=C/c1cc(Br)c(O)c(OC)c1 | 13µM* | -44%[inhibitor] | 13% | -1% | -1% | 6% | ? | -2%
S=c1[nH]nc(-c2cccnc2)n1/N=C/c1ccco1 | 4% | 19%[10 µM] | ? | -15% | 0% | ? | 7% | -5%
CCCCC(=O)NC1=NC(=O)C(C)(C)S1 | 1% | 1% | -5% | -2% | -2% | 3% | 3% | -8%

Going on with the list.
SMILES | Tau fibril ThT | HTT cytoprotect | GAA glycogen mod | GLA spleen mod | GAA spleen mod | Tau fibril FP | Tau fluor cs | GAA inhib
Cc1ccc(C(=O)Nc2ccc(F)cc2)o1 | -11% | . | -9% | 3% | -13% | -2% | -7% | -1%
CCc1ccc(-n2c(=O)c3c4c(sc3n(Cc3ccccc3C#N)c2=O)CCCC4)cc1 | -7% | . | 0%[76.3 µM] | . | . | -14% | -5% | .
Cc1noc(C)c1C(=O)N1CCCC(C(=O)c2cccc(OC(C)C)c2)C1 (stereo not drawn) | 0% | 0%[10 µM] | 9% | -5% | -1% | 0% | -4% | 6%
Clc1ccc(-c2cn3c(n2)SCC3)cc1 | ? | -67%[inhibitor] | -13% | 0% | 1% | 4% | -17% | -4%
O=C(Cc1ccccc1F)Nc1nc(-c2cccnc2)cs1 | 5% | -87%[inhibitor][10 µM] | 2% | -2% | -1% | 0% | 4% | ?
Cc1ccc(CSc2nnc(SCC(=O)N/N=C/C=C/c3ccco3)s2)cc1 | ? | 13%[10 µM] | -11% | -7% | -6% | -8% | -6% | 1%
CCCC(C)C(=O)Nc1nc(C)c(-c2csc(Nc3ccc(Cl)cc3)n2)s1 (stereo not drawn) | ? | -58%[inhibitor] | -18% | -15% | -10% | 11% | 16µM*[quencher] | 4%
CCO[C@H]1OC(C(N)=O)=C[C@@H](c2csc3ccccc23)[C@@H]1CCCO | -11% | -9%[10 µM] | 18% | -8% | -6% | -5% | -12% | .
CCn1cc(C(=O)NCCCN2CCC(C)CC2)c(=O)c2cc(S(=O)(=O)N3CCCC3)ccc21 | 8% | -3% | -3% | -3% | -5% | 8% | 19% | -1%
CC(C)c1ccc(NC(=O)CNS(=O)(=O)c2ccc(F)cc2)cc1 | -9% | -165%[inhibitor] | 1% | -6% | 7% | 11% | -9% | -8%[15.4 µM]
CCC(C)NS(=O)(=O)c1ccc(S(=O)(=O)N2CC=C(c3ccc(F)cc3)CC2)cc1 (stereo not drawn) | 0% | 9%[10 µM] | -7% | 2% | -14% | ? | -21% | 0%
COc1ccc(/C=C(/C(=O)Nc2ccccc2C(=O)N2CCCC2)c2ccccc2)cc1 | ? | -68%[inhibitor] | -13% | 1% | -3% | 10% | -10% | -8%
